Assay outcomes from PubChem.
EPAC1 agonist: EPAC1 (human) agonism. Potency, µM (doses to about 154 µM), without a hit: top-dose activation, hits mostly activators. O95398. hit rate 0.073% among 360,000. EPAC1 agonist qHTS, biochemical assay; response scale: 100% = response to 6.5 mM cAMP. AID 720707; note: potency is the fitted concentration of half-maximal effect; nearly all actives have a fitted effect of over 60% in size
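Normalized to 6.5 mM cAMP, activity reflects EPAC1-catalysed release of BODIPY-GDP from Rap1B, followed kinetically over 30 min at 480 nm excitation, 540 nm emission. Reaction contained 100 nM EPAC1, 250 nM Rap1B-BODIPY-GDP, 50 uM GDP.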
EPAC1 antagonist: blocks human EPAC1 exchange factor. Potency, µM (doses to about 115 µM), for inactives: top-dose activity change, negative = inhibition, most hits filed as inhibitors. EPAC1 GEF assay, Rap1b-BODIPY-GDP exchange fluorescence. hit rate 0.14% among 360,000;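 note: potency is the fitted concentration of half-maximal effect; plate controls were vehicle for no effect and positive control for full effect; nearly all actives have a fitted effect of over 50% in size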
WRN helicase inh: inhibitors of human WRN helicase; AID 651768; WRN helicase unwinding, fluorescent forked duplex, kinetic; Q14191; hit rate 0.46% among 360,000; Potency, µM (titrated, usually from 114 µM), inactives show at the highest dose activity change, negative = inhibition, most hits filed as inhibitors; note: potency is the fitted concentration of half-maximal effect; % is set by controls: 0 for no effect and ±100 for the full control effect; nearly all actives have a fitted effect of over 55% in size
Target sequence (Q14191 whole entry, looked up): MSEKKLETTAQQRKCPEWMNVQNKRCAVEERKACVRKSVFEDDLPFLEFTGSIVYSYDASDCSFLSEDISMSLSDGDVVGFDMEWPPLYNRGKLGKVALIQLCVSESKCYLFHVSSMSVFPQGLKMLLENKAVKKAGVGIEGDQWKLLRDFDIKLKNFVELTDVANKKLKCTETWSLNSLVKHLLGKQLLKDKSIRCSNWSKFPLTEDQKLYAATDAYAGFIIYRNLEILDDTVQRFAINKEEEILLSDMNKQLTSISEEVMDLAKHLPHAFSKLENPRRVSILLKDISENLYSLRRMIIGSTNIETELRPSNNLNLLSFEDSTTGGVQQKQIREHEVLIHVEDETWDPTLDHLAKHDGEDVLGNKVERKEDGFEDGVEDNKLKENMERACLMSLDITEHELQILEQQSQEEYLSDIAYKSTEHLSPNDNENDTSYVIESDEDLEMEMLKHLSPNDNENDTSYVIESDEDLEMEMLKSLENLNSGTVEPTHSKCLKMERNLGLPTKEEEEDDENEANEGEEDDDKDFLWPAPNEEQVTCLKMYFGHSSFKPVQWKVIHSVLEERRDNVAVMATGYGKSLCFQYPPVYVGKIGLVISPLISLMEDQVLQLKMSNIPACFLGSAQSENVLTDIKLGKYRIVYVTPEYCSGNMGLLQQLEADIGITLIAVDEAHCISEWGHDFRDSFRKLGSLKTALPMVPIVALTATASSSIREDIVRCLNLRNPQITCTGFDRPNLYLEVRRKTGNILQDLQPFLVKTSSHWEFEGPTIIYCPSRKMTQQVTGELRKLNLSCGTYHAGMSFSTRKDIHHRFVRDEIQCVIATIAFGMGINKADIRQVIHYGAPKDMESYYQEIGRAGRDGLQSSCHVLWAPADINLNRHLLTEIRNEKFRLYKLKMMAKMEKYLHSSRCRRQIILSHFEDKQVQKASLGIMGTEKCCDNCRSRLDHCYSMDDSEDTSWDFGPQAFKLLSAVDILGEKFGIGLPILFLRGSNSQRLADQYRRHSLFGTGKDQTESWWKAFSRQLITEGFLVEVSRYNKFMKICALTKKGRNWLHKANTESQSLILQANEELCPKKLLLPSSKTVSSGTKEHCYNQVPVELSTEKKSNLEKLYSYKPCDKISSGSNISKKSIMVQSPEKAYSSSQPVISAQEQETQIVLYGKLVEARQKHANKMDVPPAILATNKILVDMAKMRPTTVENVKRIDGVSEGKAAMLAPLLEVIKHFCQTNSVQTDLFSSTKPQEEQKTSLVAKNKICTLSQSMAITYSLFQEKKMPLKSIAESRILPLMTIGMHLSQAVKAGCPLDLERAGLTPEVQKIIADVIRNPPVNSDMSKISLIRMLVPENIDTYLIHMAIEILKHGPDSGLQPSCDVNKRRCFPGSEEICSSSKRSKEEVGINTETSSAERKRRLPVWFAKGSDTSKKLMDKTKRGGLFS
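WRN at 20 nM final was preincubated with compound for 15 min at room temperature; reaction started with 100 nM forked duplex oligonucleotide carrying fluorophore and quencher plus 2 mM ATP (final). Unwinding followed kinetically by red fluorescence (ex 525/em 598 nm).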
IL2 activator: activators of IL-2 | IL-2 activation reporter assay, cell-based qHTS; stimulated with anti-CD3/CD4/CD28 beads; in transgenic mouse T cells | activation, % (series mostly up to about 46 µM) | hit rate 0.065% among 360,000 | AID 652025; in the data active = activation above about 50%; inconclusive = mostly about 30% to 49%; note: 0% is about no effect
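Screening format: compound pinned onto unstimulated transgenic mouse T cells, 60 min incubation, then anti-CD3/anti-CD4/anti-CD28 bead stimulation for 18 hours at 37 degrees C, followed by EGFP and DsRed detection.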
PI5P4Ka inh: blocks human PI5P4K alpha kinase activity. AID 652105. PI5P4Kalpha enzyme, ADP-Glo luminescence, 60 min; stronger effect = lower value. max response, %. P48426. hit rate 1.2% among 330,000; active = max response of -50% or lower; inconclusive = between -30% and -50%; inactive = -30% or higher; note: value at the top dose of about 77 µM; % is set by controls: 0 for no effect and ±100 for the full control effect
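Compounds were pin-transferred onto PI5P4Kalpha and substrate in HEPES pH 7.4 buffer with EGTA, CHAPS and 5% DMSO. ATP (5 microM final) started the reaction, which ran 60 minutes at room temperature before ADP-Glo detection.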
CCT modulator: modulators of cytosolic chaperonin (CCT/TRiC) activity; purified chaperonin ATPase assay, HTRF ADP detection, 30 min; activity change, % (test concentration not listed), hits read low; hit rate 0.3% among 360,000; in the data active = activity change below about -30%; note: % is set by controls: 0 for no effect and ±100 for the full control effect
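ATPase activity: ADP formed was measured by HTRF Transcreener (665/615 nm ratio) after 30 min at 37 deg C with 10 uM ATP. Compounds screened at one 76 uM concentration against 40 or 20 nM TRiC in Tris pH 7.4/KCl/MgCl2/DTT buffer.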
PLK1 PBD block: inhibitors of human PLK1 polo-box domain binding. Potency, µM, for inactives: max response, negative = inhibition, usual class: inhibitors. Plk1 PBD binding of FITC phosphopeptide, fluorescence polarization. hit rate 2.8% among 360,000; note: potency is the fitted concentration of half-maximal effect; series mostly up to about 57 µM; % is set by controls: 0 for no effect and ±100 for the full control effect; nearly all actives have a fitted effect of over 65% in size
EPAC2 agonist: activates human EPAC2 exchange factor; Q8WZA2; EPAC2 activation, biochemical qHTS; response scale: 100% = 6.5 mM cAMP response; Potency, µM (top dose mostly 154 µM), without a hit: at the top dose activation, actives largely listed as activators; hit rate 0.079% among 360,000; AID 720711; note: potency is the fitted concentration of half-maximal effect; nearly all actives have a fitted effect of over 50% in size
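Each well held 100 nM EPAC2, 250 nM RAP1B-BODIPY-GDP and 50 uM GDP. Fluorescence, read at 5-min intervals to 30 min, was referenced to a 6.5 mM cAMP positive control.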
An asterisk follows results filed as active; u = inconclusive; x = no result given; [ ] = dose if it differs, or a comment. Unless noted, calls come from the whole dose curve; as a rule, active = well fitted curve in the direction sought with a large enough effect; inconclusive = small, poorly fitted or top-dose-only effect, or another doubt; inactive = no such curve, though single readings can be large; an effect the other way counts as inactive or inconclusive. Not all compounds are listed. The share of hits here may be higher or lower than overall.

SMILES	EPAC1 agonist	EPAC1 antagonist	WRN helicase inh	IL2 activator	PI5P4Ka inh	CCT modulator	PLK1 PBD block	EPAC2 agonist
O=C(c1ccco1)N1CCN(c2ncnc3c2oc2ccccc23)CC1	4.1%	3.2%	-4.5%	-2.7	-12.2	0.2	-8.6%	0.8%
CCN1CCN(c2cc(C)c3cc(NC(=O)CCC(=O)N4CCN(c5ccccc5OC)CC4)ccc3n2)CC1	9.0%	-9.4%	4.6%	0.3	7.8	0.6	-7.0%	10.0%
C[C@@H]1CN([C@@H](C)CO)C(=O)CCCn2cc(nn2)CO[C@H]1CN(C)C(=O)OCc1ccccc1	-19.1%	-18.2%	-7.3%	1.9	6.8	1.7	-23.4%	-2.2%
CCOC(=O)c1ccc(N2CN=C3SCC(=O)N3C2)cc1	-1.0%	2.6%	7.9%	-3.1	-0.8	-0.8	-3.3%	1.6%
Cc1cc(CC(=O)O)c2oc(-c3ccoc3)cc(=O)c2c1	-3.1%	-11.3%	u	-0.5	-22.5	0.6	u	17.1%
O=C(COc1ccccc1)Nc1c2c(nn1-c1ccc(F)cc1)CS(=O)C2 (configuration not stated)	7.2%	-2.9%	5.7%	-3.4	-4.8	-4.2	-12.6%	12.2%
Cc1ccc(Cn2ncn(-c3ccccc3)c2=O)cc1	-2.9%	5.9%	13.2%	-2.4	-7.2	-1.1	-2.9%	1.1%
Cn1c(N)c(Sc2ccc(F)cc2)c(=O)n(C)c1=O	0.9%	-14.7%	-5.7%	4.6	-1.1	1.6	-4.3%	9.0%
CC(C)(C)N(Cc1cc2ccccc2[nH]c1=O)C(=O)c1cccnc1	8.1%	12.7%	-3.2%	-2.2	0.2	-2.7	-6.7%	4.9%
OC(COc1ccc(Cl)cc1)CN1CCCCC1 (configuration not stated)	-5.8%	15.1%	1.7%	0.8	x	3.0	0.8%	4.0%
Cc1cccc(N(C)C(=O)c2cc3c(=O)[nH]c4ccc(C)cc4c3s2)c1	4.2%	-12.9%	3.6%	-4.0	0.6	-0.8	2.5%	-1.4%
Cc1cc2c(cc1C)N(Cc1ccc(Cl)cc1)C1=NCCCN12	-1.4%	-6.3%	7.8%	-6.8	-1.1	0.4	6.4%	6.2%
CSCC(=O)N1CCC(Oc2cccc(C(=O)NCc3ccccn3)c2)CC1	-6.2%	0.6%	-2.8%	-3.8	-9.1	0.7	-12.8%	-3.7%
Cc1cc(C)n2c(SCc3ccc(C#N)cc3)nnc2n1	3.5%	-4.9%	-2.2%	-3.3	-1.2	0.5	-0.6%	-1.1%
O=C(CN1C(=O)c2ccccc2S1(=O)=O)NCCSCc1ccco1	2.6%	9.5%	-10.4%[57.1 µM]	4.5	x	1.6	-4.3%	3.3%
O=C(c1cnn2c(C(F)(F)F)cc(-c3ccc(F)cc3)nc12)N1CCc2ccccc2C1	-3.1%	11.8%	-13.8%	-1.2	0.6	1.5	1.9%	4.4%
CCn1c(SCC(=O)N2CCN(c3ccccc3)CC2)nnc1-c1c[nH]c2ccccc12	0.9%	4.7%	4.3%	-2.2	-5.6	-0.8	-2.2%	4.2%
COCCn1c(C)cc(C(=O)COc2cccnc2[N+](=O)[O-])c1C	-8.4%	-19.5%	-4.1%	-1.8	0.9	-1.1	-2.5%	-1.0%
Nc1nc(N)c(N=O)c(OCC2CCCCC2)n1	3.0%	0.5%	-5.1%	-0.4	-6.0	0.2	-8.4%	-1.5%
O=C(Nc1ccc(Cl)cc1)C1CCCN1C(=O)NCc1ccccc1 (configuration not stated)	0.3%	10.7%	0.1%	-0.5	4.6	1.0	-5.3%	7.5%
COc1ccc(-c2nc(CCNC(=O)c3ccc(Br)o3)cs2)cc1	5.8%	-26.4%	-9.3%	-0.3	-0.7	-0.8	-0.4%	8.7%
CCC(C)[C@H](NC(=O)N1CC(=O)Nc2ccccc21)C(=O)NC(C)CCc1ccccc1 (some centres not stated)	-5.9%	-5.0%	-3.7%	0.2	2.2	-1.4	-0.7%	-13.7%
CCNC(=O)C1(C)CCCN(Cc2ccccc2-c2ccccc2)C1 (configuration not stated)	-9.2%	-16.1%	7.7%[57.1 µM]	0.3	-4.6	-1.6	-1.5%	-1.3%
Cc1cc(/C=N/NC(=O)c2cccs2)c(C)n1-c1cnccn1	17.0%	5.1%	0.1%	0.4	-2.0	-1.8	-6.3%	9.9%
NC(=O)COC(=O)c1cccc(S(=O)(=O)N2CCN(c3ccc(F)cc3)CC2)c1	5.4%	5.1%	4.1%	1.7	1.8	0.0	-11.7%	13.7%

Compound profiles (already shown).
`COc1ccc(-c2nc(CCNC(=O)c3ccc(Br)o3)cs2)cc1` across the screens: EPAC1 agonist: 5.8%; EPAC1 antagonist: -26.4%; WRN helicase inh: -9.3%; IL2 activator: -0.3; PI5P4Ka inh: -0.7; CCT modulator: -0.8; PLK1 PBD block: -0.4%; EPAC2 agonist: 8.7%
`Cn1c(N)c(Sc2ccc(F)cc2)c(=O)n(C)c1=O` across the screens: EPAC1 agonist: 0.9%; EPAC1 antagonist: -14.7%; WRN helicase inh: -5.7%; IL2 activator: 4.6; PI5P4Ka inh: -1.1; CCT modulator: 1.6; PLK1 PBD block: -4.3%; EPAC2 agonist: 9.0%
`O=C(CN1C(=O)c2ccccc2S1(=O)=O)NCCSCc1ccco1` across the screens: EPAC1 agonist: 2.6%; EPAC1 antagonist: 9.5%; WRN helicase inh: -10.4%[57.1 µM]; IL2 activator: 4.5; PI5P4Ka inh: x; CCT modulator: 1.6; PLK1 PBD block: -4.3%; EPAC2 agonist: 3.3%

Next records.
SMILES	EPAC1 agonist	EPAC1 antagonist	WRN helicase inh	IL2 activator	PI5P4Ka inh	CCT modulator	PLK1 PBD block	EPAC2 agonist
O=C(Nc1nccs1)c1sc2ccccc2c1Cl	2.9%	17.6%	-12.9%	-0.5	10.8	3.5	-5.8%	6.1%
COc1ccc(C(C)(NC(C)=O)c2nc(-c3cnc4ccccc4c3)cs2)cc1 (configuration not stated)	-1.3%	-9.0%	-4.8%	0.0	-1.3	1.8	-1.0%	4.8%
CC(C)[C@H](NC(=O)OC(C)(C)C)C(=O)N/N=C/c1ccc2nccnc2c1	-5.1%	-11.1%	-3.1%	0.7	-0.1	-1.0	-11.0%	10.3%
COc1ccc(Nc2nccc(-c3cccc(N)c3)n2)cc1	4.9%	18.2%	2.0%	-0.3	-7.6	-0.1	1.2%	6.3%
CCOC(=O)C1=C(COC(=O)c2ccc(Cl)nc2)NC(=O)NC1C (configuration not stated)	9.6%	-0.3%	-3.5%	-4.5	-3.3	1.7	-14.7%	6.3%
O=C(NCCN1CCOCC1)c1cc(-c2cccs2)nc2ccccc12	-7.4%	2.1%	-2.4%	-4.3	3.0	1.1	-2.2%	-2.6%
CSc1ccc(C(=O)C2CCCN(C(=O)Cn3cnnn3)C2)cc1 (configuration not stated)	8.9%	-2.1%	-11.4%	1.4	5.6	-1.5	-3.4%	5.8%
O=C(NNC(=O)c1ccc2ccccc2c1O)c1ccccc1Cl	7.8%	-4.8%	-9.0%	2.7	0.4	0.8	-0.2%	1.9%
COc1cc([C@@H]2OC[C@@H]3[C@H]2CO[C@@H]3c2ccc3c(c2)OCO3)ccc1O	10.4%	3.4%	3.0%	1.1	2.1	0.4	-1.8%	7.4%
COc1cc(Cl)c(C)cc1NC(=O)c1ccccc1NC(=O)CN1CCOCC1	2.5%	-14.4%	-4.0%	-3.6	0.1	-7.6	-7.8%	5.9%
Nc1ccc(Oc2ccc3nc(-c4ccccc4)c(-c4ccc([N+](=O)[O-])cc4)nc3c2)cc1	-3.9%	-2.1%	-6.9%	1.7	11.4	0.2	-3.7%	4.7%
COc1cccc(CNc2ccc3[nH]c(=O)[nH]c3c2)c1OCc1ccccc1F	1.6%	-14.7%	1.0%	2.0	2.1	0.2	-5.3%	7.4%
CCCCCCCCC[n+]1cccc2c3ccccc3ccc21	-9.1%	-4.6%	2.3%	-0.8	-17.7	2.3	-2.9%	-0.5%
COc1ccc(C(C(=O)NC2CCCC2)N(Cc2ccco2)C(=O)c2snc(C(N)=O)c2N)cc1OC (configuration not stated)	3.4%	-28.5%	0.1%	-0.9	-2.3	-0.6	-11.5%	-5.3%
COC(=O)c1cccnc1NC(=S)NC(C)C	-8.6%	6.3%	-3.5%	-1.4	6.2	2.8	-4.3%	4.2%
COc1ccc(NC(=O)C(=O)NCCN2CCN(C(=O)c3ccc(C(C)(C)C)cc3)CC2)cc1	-2.9%	7.7%	4.2%	-3.5	2.3	0.9	0.0%	-10.4%
CCCn1c2ccccc2c2cnn(CC(=O)NCCCOC)c(=O)c21	-0.1%	-0.6%	-0.3%	-5.1	-1.1	-0.1	1.8%	-1.2%
CCOc1ccc2ccccc2c1/C=N/NC(=O)CNC(=O)C(c1ccccc1)c1ccccc1	1.7%	-25.9%	-5.3%	-3.5	-7.1	-2.4	-3.4%	13.6%
CCN(CCn1cccn1)C(=O)c1cc(COc2ccc(F)c(F)c2)on1	-15.2%	-18.9%	8.7%	-0.6	-5.6	0.4	2.5%	-0.3%
Cn1c(Cn2c(=O)sc3ccccc32)nnc1SCC(=O)N1CCc2ccccc21	-20.3%	-1.6%	-1.3%	-3.1	1.5	-1.7	-5.2%	5.7%
CCOc1ccc(N2Cc3ncccc3C2=O)cc1	0.8%	3.8%	5.3%	-2.4	x	-0.4	2.5%	0.6%
C=CCn1c(-c2ccccc2)nc2nc3ccccc3nc21	0.5%	8.1%	-0.2%	0.3	-1.8	-0.1	-1.6%	-3.7%
Cc1ccc(CNC(=O)Cn2cccc2C(=O)c2ccccc2C)cc1	2.0%	-0.5%	-4.4%	0.4	5.6	0.8	-4.4%	-10.8%
COc1ccc(Cl)cc1C(=O)Nc1ccc(NC(=O)C(C)C)cc1	-11.9%	-18.9%	-5.8%	-1.1	-9.0	-8.4	-13.7%	3.5%
CC1CCCC(NC(=O)CN(C)CC(=O)Nc2ccc(F)cc2)C1C (configuration not stated)	-0.7%	3.6%	7.2%	0.7	-1.3	-0.4	3.8%	-2.6%
CC1SCC(=NOCc2ccccc2)CS1 (configuration not stated)	0.6%	-5.0%	-6.1%	-3.9	-7.1	-1.6	-3.6%	11.2%
Cc1ccc(CN(C)C(=O)CC2C(=O)NCCN2CC2CCCCC2)cc1 (configuration not stated)	7.1%	6.2%	0.2%	-0.4	0.7	-1.1	-12.5%	6.1%
O=C(CNC(=O)c1ccccn1)N/N=C/c1ccccc1	10.2%	-1.7%	-5.7%	1.1	-10.7	-2.8	-0.2%	4.5%
Cc1ccc(CCNC(=O)CSCc2ccc(F)cc2)cc1	7.5%	-1.6%	6.4%	1.0	0.2	0.2	-0.2%	10.5%
